Source: PubChem (National Center for Advancing Translational Sciences (NCATS))
PTAP TSG101 blk = blocks PTAP/TSG101 interaction to inhibit HIV-1 budding; Fluorescence polarization, FITC-PTAP peptide / Tsg101 binding; Potency, µM (highest dose often 115 µM), without a hit: at the highest dose activity change, negative = inhibition, most hits filed as inhibitors; 340,000 tested, under 10 active; AID 493005; active means well fitted inhibition curve with a large enough effect in the main read-out, with a control signal flat, not every such curve was filed as active; inconclusive means small, poorly fitted or top-dose-only effect, or effect the other way, or a change in a side signal; inactive means no such curve, though single readings can be large or run the other way; further: potency means the concentration at half of the fitted maximal effect; % of control where 0% means no effect
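Fluorescence polarization binding of Tsg101 binding domain (10 uM final) to FITC-labeled PTAP peptide (50 nM final) in HEPES pH 7.5 buffer with NaCl, Tween 20, EDTA, TCEP. Compounds added before peptide; binding 20 min at RT.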
Chronic BCR inh = inhibitors of chronic active B-cell receptor signaling; ABC-DLBCL IkBa-CBG/CBR reporter, luminescence ratio, 4 h; Potency, µM (series often up to 46.1 µM), for the others: at the top dose ratio change, negative = lower green/red ratio, usual class: inhibitors; hit rate 0.05% among 340,000; AID 493014; active means well fitted inhibition curve with a large enough effect in the signal ratio, with a control signal flat, not every such curve was filed as active; inconclusive means small, poorly fitted or top-dose-only effect, or effect the other way, or a change in a side signal; the % refers to the signal ratio;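 further: potency means the concentration at half of the fitted maximal effect; plate controls were basal doxycycline-induced cells for no effect and cells given 10 µM MG132 for full effect; MG132 reads +100%, hits lower the ratio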
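Cell line TMD8 (human ABC DLBCL), stably expressing tet-inducible CBG68-IkBa fusion and CBR; IMDM/0.5% FBS; cpd up to 46 uM; dox induction, 4 h, 37C/5% CO2; dual luminescence; green/red ratio; MG132 control.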
GALK inhibitor = blocks human galactokinase activity; AID 1868; Purified GALK, Kinase-Glo residual ATP luminescence; hit rate 0.007% among 270,000; Potency, µM (titrated, usually from 57.5 µM), without a hit: at the highest dose activity change, negative = inhibition, most hits filed as inhibitors; P51570; further: potency means the concentration at half of the fitted maximal effect; on the % scale 0 is the no-effect control and ±100 the full control effect
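GALK at 5 nM final was combined with compound, 35 uM ATP and 100 uM galactose in HEPES pH8.0 with MgCl2 and DTT. The reaction ran one hour at room temperature before luminescent ATP detection.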
S-ASM inh = blocks human secretory acid sphingomyelinase | P17405 | placental ASM, HMU-PC fluorogenic substrate, 60 min | Potency, µM (series often up to 57.5 µM), for the others: top-dose activity change, negative = inhibition, most hits filed as inhibitors | hit rate 0.006% among 340,000 | AID 504937; further: potency means the concentration at half of the fitted maximal effect
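Fluorogenic HMU-PC substrate (9 uM final) is turned over by placental ASM in 60 min at 37 C after a 10 min compound preincubation. Reaction ended by alkaline stop (pH 10), with fluorescence read at 386/447 nm.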
Tb PFK inh = inhibitors of T. brucei phosphofructokinase; AID 485367; Potency, µM (titrated, usually from 57.5 µM), without a hit: at the top dose activity, negative = inhibition, hits mostly inhibitors; O15648; T. brucei PFK, ADP-Glo luminescence; hit rate 0.17% among 330,000;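 further: potency means the concentration at half of the fitted maximal effect; 0% = uninhibited 1x PFK enzyme wells and -100% = no-enzyme wells; nearly all actives have a fitted effect of over 60% in size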
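ADP-Glo luminescence quantified ADP after 45 min at room temperature, with 1.25 nM T. brucei PFK, 0.1 mM ATP and 0.5 mM fructose-6-phosphate in pH 8.0 TEA buffer. qHTS titrations up to 57 µM; curves classified by quality.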
PKM2 act = activators of human pyruvate kinase M2; hit rate 0.34% among 260,000; purified PKM2, Kinase-Glo ATP luminescence, activation; response scale: 0% is enzyme alone, no compound; P14618; Potency, µM (series often up to 57.5 µM), for inactives: at the top dose activation, usual class: activators; further: potency means the concentration at half of the fitted maximal effect; on the % scale 0 is the no-effect control and ±100 the full control effect; nearly all actives have a fitted effect of over 55% in size
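ATP formation by purified human PK-M2, quantified via coupled luciferase luminescence after 1 h at room temperature with 0.1 mM ADP and 0.5 mM PEP final.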
Giardia killer = Giardia lamblia killing; Giardia lamblia trophozoite viability; activity change, % at 7.66 µM, hits read low; hit rate 0.15% among 340,000; in the data active means activity change below about -80%; inconclusive means between about -30% and that limit;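 further: parasites exposed to compound for two days anaerobically before the ATP read; on the % scale 0 is the no-effect control and ±100 the full control effect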
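Media and compound were dispensed first, then trophozoites at 100 cells/well; plates sat 48 hrs at 37 deg C without oxygen before ATP luminescence reagent was added and read after 15-30 min at room temperature.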
B2AR arrestin = beta2AR (human) beta-arrestin recruitment activity. AID 492947. Potency, µM (top dose mostly 46.1 µM), for the others: top-dose activation, usual class: activators. hit rate 0.02% among 330,000. beta-arrestin recruitment to beta2AR, cell-based reporter;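 further: potency means the concentration at half of the fitted maximal effect; 0% = DMSO controls and full agonism = EC100 isoproterenol or metaproterenol; nearly all actives have a fitted effect of over 65% in size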
Target sequence (P07550 whole entry, looked up): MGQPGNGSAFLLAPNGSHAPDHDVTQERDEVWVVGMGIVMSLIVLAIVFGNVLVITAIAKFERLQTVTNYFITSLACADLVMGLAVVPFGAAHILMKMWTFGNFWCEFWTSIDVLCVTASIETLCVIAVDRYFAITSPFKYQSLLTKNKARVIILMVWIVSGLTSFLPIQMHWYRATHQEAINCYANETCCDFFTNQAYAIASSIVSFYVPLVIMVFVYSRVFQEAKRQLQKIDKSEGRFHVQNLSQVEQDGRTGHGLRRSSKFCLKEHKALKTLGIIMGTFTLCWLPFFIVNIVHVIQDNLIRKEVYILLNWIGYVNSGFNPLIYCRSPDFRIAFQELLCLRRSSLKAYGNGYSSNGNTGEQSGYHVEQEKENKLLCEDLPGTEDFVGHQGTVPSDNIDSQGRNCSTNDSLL
Coupling enz = coupling enzyme interference in Giardia aldolase counter-screen; hit rate 0.67% among 290,000; coupling enzyme system counterscreen, AmpLite Red fluorescence; activity change, negative = inhibition, % at 58.2 µM, hits read low; in the data active means activity change below about -30%; further: on the % scale 0 is the no-effect control and ±100 the full control effect
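Counterscreen lacking aldolase: glyceraldehyde-3-phosphate coupling-enzyme reagent preincubated 10 min at RT with compound (at 57.5 uM final), then substrate/coupling system with AmpLite Red added; fluorescence read at 525/598 nm after 20 min RT.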
Menin-MLL TR inh = inhibitors of human menin-MLL interaction, mutant MLL peptide; hit rate 0.23% among 270,000; O00255; Potency, µM (top dose mostly 61.6 µM), without a hit: top-dose FP activity change, negative = inhibition, actives largely listed as inhibitors; Menin + Texas Red MLL mutant peptide, fluorescence polarization; active means well fitted inhibition curve with a large enough effect in the polarisation, with a control signal flat, not every such curve was filed as active; inconclusive means small, poorly fitted or top-dose-only effect, or effect the other way, or a change in a side signal; inactive means no such curve, though single readings can be large or run the other way; the % refers to the polarisation; further: potency means the concentration at half of the fitted maximal effect; % of control where 0% means no effect; many of its hits are not listed in these tables
Target sequence (O00255 whole entry, looked up): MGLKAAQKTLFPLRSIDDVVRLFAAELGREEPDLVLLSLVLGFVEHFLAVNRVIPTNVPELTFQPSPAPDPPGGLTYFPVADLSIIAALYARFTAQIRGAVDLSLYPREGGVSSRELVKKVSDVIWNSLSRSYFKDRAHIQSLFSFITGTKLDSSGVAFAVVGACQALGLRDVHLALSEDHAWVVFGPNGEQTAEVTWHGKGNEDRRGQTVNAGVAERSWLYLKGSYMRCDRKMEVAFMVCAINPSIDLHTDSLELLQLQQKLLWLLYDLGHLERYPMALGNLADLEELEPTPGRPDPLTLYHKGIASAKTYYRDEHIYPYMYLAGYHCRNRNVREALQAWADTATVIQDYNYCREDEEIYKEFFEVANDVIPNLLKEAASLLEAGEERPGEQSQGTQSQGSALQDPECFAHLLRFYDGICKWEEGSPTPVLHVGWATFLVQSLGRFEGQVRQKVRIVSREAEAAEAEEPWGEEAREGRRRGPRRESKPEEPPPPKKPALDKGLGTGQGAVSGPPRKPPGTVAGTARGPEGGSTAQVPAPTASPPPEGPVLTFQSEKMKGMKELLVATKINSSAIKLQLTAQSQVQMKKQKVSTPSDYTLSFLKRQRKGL
Integrin act MD = integrin-mediated muscular dystrophy alleviation activation; alpha7betagal myoblasts, beta-gal FDG fluorescence, 48 h; hit rate 0.064% among 350,000; Potency, µM (doses to about 38.3 µM), without a hit: at the highest dose activation, most hits filed as activators;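 further: potency means the concentration at half of the fitted maximal effect; 100% = response of the positive control SU9516; nearly all actives have a fitted effect of over 60% in size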
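Alpha7betagal+/- myoblasts (passage 13) were plated 16-24 hr, then exposed to compounds (1:260 dilution of DMSO stock) for 48 hours at 37C. After MPER lysis, β-galactosidase reporter activity was read as FDG fluorescence (ex 480/em 540) after 30 minutes.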
* = called active by the depositor; ? = inconclusive; nt = no result given; & = joins results of further samples; [ ] = remark or other dose. Unless noted, the call rests on the fitted dose curve; in most records, active means well fitted curve in the direction sought with a large enough effect; inconclusive means small, poorly fitted or top-dose-only effect, or another doubt; inactive means no such curve, though single readings can be large; an effect the other way counts as inactive or inconclusive. The list is partial. The share of hits here may be higher or lower than overall.

SMILES	PTAP TSG101 blk	Chronic BCR inh	GALK inhibitor	S-ASM inh	Tb PFK inh	PKM2 act	Giardia killer	B2AR arrestin	Coupling enz	Menin-MLL TR inh	Integrin act MD
COC(=O)Cn1c(=O)c2c(nc3n2CCCN3CCc2ccccc2)n(C)c1=O	-1%	?	2%	1%	-1%	nt	7	-0.5%	0	-8%	-1%
Cc1ccc(Cl)cc1N1CCN(CC(=O)Nc2ccc3[nH]c(=O)[nH]c3c2)CC1	3%	-3%	-3%	0%	2%	-7%	0	-0.3%	4	0%	24%
CC(=O)c1c(C)nc(-c2ccc(Cl)cc2Cl)n1O	-1%	6%	-3%	6%	0%	0%	1	0.2%	1	25%	6%
O=C(CCN1C(=O)/C(=C\c2ccc(F)cc2)SC1=S)Nc1ccc(O)cc1	0%	1%	-3%	-4%	10%	-1%	-4	-0.3%	nt	nt	-1%
COc1ccc(COC(=O)C2=C(C)NC(=O)NC2c2ccc(O)c(OC)c2)cc1 (stereo unspecified)	-4%	-21%	2%	-3%	-2%	2%	6	0.2%	0	3%[11.7 µM]	?
CCCN1CCC(=O)N([C@H](CO)c2ccccc2)CC1	0%	-15%	nt	5%	0%	-4%	-6	0.5%	-1	4%	6%
CCOC(=O)CSc1nnc(CNC(=O)Cc2ccccc2)n1C	0%	1%	3%	-2%	-3%	6%	-2	0.2%	-1	8%	32%[7.66 µM]
Cc1cc(C)cc(Oc2ccc(NC(=O)C3CC=CCC3C(=O)O)cc2)c1 (stereo unspecified)	-1%	1%	3%	-8%	1%	-5%	?	0.0%	14	10%	0%
COc1ccc(C(O)c2nc3ccccc3n2C)cc1OC (stereo unspecified)	-10%	-1%	1%	1%	0%	4%	-4	0.0%	0	3%	-41%
CN(C)c1ccc(NC(=O)Nc2csc3ccccc23)cc1	-1%	?	0%	-14%	6%	-4%	-3	0.2%	4	nt	-39%
CCOC(=O)CSc1nc2sc3c(c2c(=O)n1CC)CC(C)(C)OC3	0%	-5%	4%	-3%	0%	-1%	9	-3.7%	0	-14%	-19%
COC(=O)CCCC1=CC2=C(c3ccccc3)C(=O)C(C)(OC(=O)C3CCCC3)C(=O)C2=CN1C1CCCC1 (stereo unspecified)	-1%	16%	-2%	-4%	1%	-5%[11.5 µM]	-20	0.5%	-12&-26	?	-5%
CCc1ccc(CNC(=O)C2CCCN(S(=O)(=O)N(CC)c3ccccc3)C2)cc1 (stereo unspecified)	-1%	?	-1%	-1%	1%	nt	-24	0.1%	1	-13%	-27%
COc1ccc(CC(=O)N(Cc2ccccc2)c2cccc(C)c2)cc1OC	nt	-8%	-4%	1%	-7%	2%	0	0.3%	nt	nt	?
COc1ccccc1C(=O)NC(=O)COC(=O)C1CC2CCCC(C1)C2=O (stereo unspecified)	nt	-9%	4%	180%	2%	nt	6	0.2%	nt	nt	21%
CCCSc1nc2c(cnn2-c2ccc(Cl)cc2)c(=O)[nH]1	-6%	-1%	2%	0%	2%	1%	4	0.1%	4	9%[11.7 µM]	-3%
N#CC1=C(N)Oc2n[nH]c(-c3ccccc3)c2C1c1ccsc1 (stereo unspecified)	1%	-10%	0%	-2%	-4%	-3%	7	-0.2%	1	0%	-37%
O=C(Nc1ccccc1)Nc1ccc2ccccc2n1	-4%	?	-2%	1%	0%	nt	16	0.2%	0	-13%	?
Cc1cc(C)nc(NC(=O)c2cc3ccccc3o2)n1	-14%	?	-2%	1%	8%	-21%	-12	0.3%	-2	-12%	15%
COc1cccc(NC(=O)Cn2nnc(C(=O)NCc3cccs3)c2N)c1	0%	-3%&-5%	-1%	1%	1%	3%[0.46 µM]	-3	-1.0%	0	28%	-1%
Cc1cc(C)c(C)c(S(=O)(=O)NCCCN2CCCC2=O)c1C	-1%	-1%	0%	0%	2%	1%	-2	0.4%	3	-2%	0%
CCn1c(=N)n(CC(=O)C23CC4CC(CC(C4)C2)C3)c2ccccc21	-4%	2%	-2%	-2%	-1%	-11%	-10	-0.4%	-1	-22%	-1%
COc1cc(NC(=O)CSc2nc3[nH]ncc3c(=O)n2-c2ccccc2C)cc(OC)c1OC	-4%	?	nt	4%	12%	0%	13	3.5%	6	2%	9%
O=C(COc1ccc2ccccc2c1)N/N=C/c1ccccn1	-1%	3%	-2%	-1%	-1%	1%	-16	0.2%	-6	5%	12%
Nc1ccc(C(CC(=O)O)n2cccc2)cc1 (stereo unspecified)	1%	1%	0%	11%	-3%	-3%	34[activator]	-0.1%	2	23%	27%

Given with two lines to a compound: entries from further up
The line under a structure holds: PTAP TSG101 blk	Chronic BCR inh	GALK inhibitor	S-ASM inh	Tb PFK inh	PKM2 act	Giardia killer	B2AR arrestin	Coupling enz	Menin-MLL TR inh	Integrin act MD
- CCOC(=O)CSc1nnc(CNC(=O)Cc2ccccc2)n1C
 : 0%	1%	3%	-2%	-3%	6%	-2	0.2%	-1	8%	32%[7.66 µM]
- Cc1cc(C)cc(Oc2ccc(NC(=O)C3CC=CCC3C(=O)O)cc2)c1 (stereo unspecified)
 : -1%	1%	3%	-8%	1%	-5%	?	0.0%	14	10%	0%

Five compounds from above, showing only PKM2 act, Integrin act MD and Giardia killer.
| smiles | PKM2 act | Integrin act MD | Giardia killer |
| --- | --- | --- | --- |
| CCCN1CCC(=O)N([C@H](CO)c2ccccc2)CC1 | -4% | 6% | -6 |
| CCOC(=O)CSc1nnc(CNC(=O)Cc2ccccc2)n1C | 6% | 32%[7.66 µM] | -2 |
| Cc1cc(C)cc(Oc2ccc(NC(=O)C3CC=CCC3C(=O)O)cc2)c1 (stereo unspecified) | -5% | 0% | ? |
| COc1ccc(C(O)c2nc3ccccc3n2C)cc1OC (stereo unspecified) | 4% | -41% | -4 |
| CN(C)c1ccc(NC(=O)Nc2csc3ccccc23)cc1 | -4% | -39% | -3 |

More entries:
SMILES	PTAP TSG101 blk	Chronic BCR inh	GALK inhibitor	S-ASM inh	Tb PFK inh	PKM2 act	Giardia killer	B2AR arrestin	Coupling enz	Menin-MLL TR inh	Integrin act MD
Cc1ccc([N+](=O)[O-])cc1N/C=C1\CCCCC1=O	-10%	5%	0%	12%	-10%	-7%	-19	-0.5%	2	19%	26%
CC(C)C(C(=O)NCC1CCCO1)N(C(=O)CNS(=O)(=O)c1ccccc1)c1ccc(F)cc1 (stereo unspecified)	-4%	12%	0%	-1%	-12%	nt	3	-0.3%	-1	-15%	6%
Cc1cccc(NC(=O)Nc2ccc(S(=O)(=O)Nc3onc(C)c3C)cc2)c1	-2%	6%	nt	4%	0%	nt	37[activator]	-1.4%	nt	nt	-28%
COc1ccc(CNC(=O)CCn2ccc3cc(S(=O)(=O)N4CCCC4)ccc32)cc1	-6%	-3%	-7%	-1%	2%	nt	-2	-0.3%	3	-29%	-22%
Cc1nc2nc(Cc3ccccc3)[nH]n2c(=O)c1Cl	-2%	?	-1%	1%	-1%	-14%	-8	0.5%	-2	-17%	15%
Nc1ncnc2c1ncn2C1OC(C(=O)NC2CC2)C(O)C1O (stereo unspecified)	-1%	?	nt	-2%	1%	nt	13	-0.2%	nt	nt	nt
COc1cccc2cc(-c3nc4ccccc4[nH]3)c(=O)oc12	-6%	?	-3%	94%[activator]	0%	-4%	-24	0.5%	-1	23%	?
Cc1ccc(NC(=O)c2ccc3c(c2)S(=O)(=O)c2ccccc2C3=O)cc1S(=O)(=O)N1CCOCC1	-2%	-3%	0%	-8%	1%	-15%	30[activator]	-0.4%	-8	nt	-23%
O=C1CCc2cc(NS(=O)(=O)c3ccccc3)cc3c2N1CC3	-3%	-4%	nt	1%	-2%	nt	-3	0.1%	nt	nt	7%
COc1ccc(NC(C)=O)cc1NC(C)C(=O)Nc1ccc(F)c(F)c1F (stereo unspecified)	-1%	2%	-2%	-2%	2%	2%	-9	0.1%	-3	2%	17%
Cn1c(Nc2ccccc2)nc2ccccc21	-2%	0%	-5%	9%	3%	-9%	5	-0.7%	1	5%	20%
c1coc(CNCC2OCCc3ccccc32)c1 (stereo unspecified)	-5%	2%	0%	5%	-7%	-6%	10	-0.5%	-1	0%	-30%
Cc1ccc(C(=O)N/C(=C\c2ccc(-c3ccccc3[N+](=O)[O-])o2)C(=O)NCCN(C)C)cc1	-3%	?	7%	-4%	-13%	1%[11.5 µM]	8	-0.8%	-42*	-12%	-58%[inhibitor]
CC(C)c1nc(SCC(=O)N2CCN(c3ccccc3)CC2)c2c(=O)n(C)c(=O)n(C)c2n1	-4%	1%	0%	-6%	-3%	1%	7	0.0%	2	-28%	14%
